Bioassay records from PubChem BioAssay.
Rac1 wt GTP bind: modulators of human Rac1 wildtype GTP binding; GST-Rac1 beads, fluorescent GTP binding, flow cytometry; actives lie on both sides; 0 = cold GTP competed, 100 = untreated; P63000; actives 0.27% (n = 190,000); GTP binding activity (% of control), % at 10 µM;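 active means GTP binding activity at least 20 points away from the 100% control level, either lower or higher; inconclusive means compound flagged as likely green fluorescent, judged across all proteins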
Cdc42 wt: modulators (inhibitors or activators) of GTP binding to human Cdc42 wildtype; GST-Cdc42 beads, Bodipy-GTP binding, flow cytometry; actives lie on both sides; percent activity (GTP binding), % at 10 µM; actives 0.2% (n = 190,000); AID 761;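 active means percent activity GTP binding at least 20 points away from the 100% baseline, either down as inhibitor or up as activator; inconclusive means compound flagged as likely green fluorescent from well-wide comparison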;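 further: median bead fluorescence of bound Bodipy-FL-GTP at 100 nM; 0% = excess unlabeled GTP control and 100% = no compound control; below 100% means less GTP binding so inhibitor and above means activator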
ABCG2 inh: human ABCG2 inhibition, ABCB1 as counter-screen. inhibition, % at 6.6 µM. IgMXP3 cells, JC-1 efflux, flow cytometry. Q9UNQ0. AID 1325. actives 0.1% (n = 190,000);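 active means inhibition above 80%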;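 further: 0% = DMSO and 100% = nicardipine control wells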
Target sequence (Q9UNQ0 whole entry, looked up): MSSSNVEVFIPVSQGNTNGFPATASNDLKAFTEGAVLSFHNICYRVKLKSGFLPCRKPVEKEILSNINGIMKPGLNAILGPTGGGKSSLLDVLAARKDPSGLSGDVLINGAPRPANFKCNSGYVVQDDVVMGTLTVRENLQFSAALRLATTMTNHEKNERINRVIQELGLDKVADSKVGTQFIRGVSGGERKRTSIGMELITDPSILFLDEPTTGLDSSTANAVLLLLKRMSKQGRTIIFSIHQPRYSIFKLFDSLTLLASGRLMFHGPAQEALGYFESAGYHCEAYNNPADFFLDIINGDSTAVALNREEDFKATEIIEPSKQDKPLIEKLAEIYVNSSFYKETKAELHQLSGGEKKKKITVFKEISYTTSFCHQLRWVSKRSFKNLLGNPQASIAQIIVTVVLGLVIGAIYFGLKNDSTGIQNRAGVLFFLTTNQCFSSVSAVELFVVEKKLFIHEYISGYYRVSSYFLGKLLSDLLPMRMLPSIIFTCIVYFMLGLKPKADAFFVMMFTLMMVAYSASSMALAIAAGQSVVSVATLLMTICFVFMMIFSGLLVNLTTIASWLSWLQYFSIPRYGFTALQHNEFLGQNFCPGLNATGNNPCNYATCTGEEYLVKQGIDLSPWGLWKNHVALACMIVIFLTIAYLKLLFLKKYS
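Measure – % inhibition of efflux relative to nicardipine and DMSO · Test system – ABCG2 IgMXP3 and barcoded ABCB1 CCRF-Adr cell mix · Control set – nicardipine as high control, DMSO as low control · Compound – one concentration, 6.6 µM final · Signal – flow cytometry of retained JC-1 fluorescence · Timing – 10 min exposure at 25 °C with rotation, no wash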
ABCB1 inh: inhibitors of human ABCB1 transporter, ABCG2 counter-screen; P08183; CCRF-Adr cells, JC-1 efflux, flow cytometry; inhibition, % at 6.6 µM; actives 0.067% (n = 190,000); AID 1326; in the data active means inhibition above about 40%;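 further: 0% = vehicle and 100% = reference inhibitor; higher value means more JC-1 retained so stronger ABCB1 efflux block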
Pf gametocyte: inhibitors of late stage P. falciparum gametocyte viability; P. falciparum stage V gametocytes, ATP luminescence, 24 h; inhibition, % at 10.9 µM; actives 0.065% (n = 150,000);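 active means inhibition above the mean plus 3 SD of compounds within the control limits, set per campaign, cut at about 38% in these data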;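 further: 0% = DMSO wells and 100% = medium only without gametocytes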
Rac1 mut GTP: modulators of GTP binding to human Rac1 activated mutant. GST-Rac1 activated beads, fluorescent GTP binding, flow cytometry; actives lie on both sides; 100% means binding = to untreated wells. percent activity (GTP binding), % at 10 µM. actives 0.11% (n = 190,000);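 active means GTP binding at least 20 percentage points away from the 100% baseline, in either direction, so actives lie on both sides; inconclusive means Compound likely fluorescent itself, or too few beads counted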
Rab7 wt modul: modulators of GTP binding to dog Rab7 wildtype GTPase; GST-Rab7 beads, fluorescent GTP binding, flow cytometry; actives lie on both sides; untreated = 100%, excess cold GTP = 0%; GTP binding activity (percent of control), % at 10 µM; actives 0.055% (n = 190,000);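 active means fluorescent GTP binding to Rab7 beads changed by at least 20 points from the 100% baseline, either direction, mostly lower; inconclusive means compound itself probably fluorescent, or too few beads counted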;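 further: median green fluorescence of bound Bodipy-FL-GTP per Rab7 bead population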
Avidin fluor: avidin bead compound fluorescence profile; Avidin beads, compound fluorescence 488/530 nm, flow cytometry; stronger effect = higher value; fluorescence (KMESF) at 10 µM; actives 0.38% (n = 220,000); AID 1775; in the data active means fluorescence above about 47; further: inactives centre near 10
Mcl1 Noxa PPI: disrupts binding of human Mcl-1 to Noxa peptide. TR-FRET Mcl-1/Noxa peptide binding, 2 h. inhibition, % at 21.7 µM. actives 1.5% (n = 220,000);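 active means compounds that cut the protein-peptide binding signal by more than 50% relative to plate controls in a single-dose test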;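 further: His-tagged Mcl-1 with rhodamine Noxa BH3 peptide and terbium anti-His antibody; 0% = Mcl-1 plus Noxa peptide wells and 100% = peptide-only wells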
HRas wt GTP: human HRas wildtype GTP binding, change in either direction; GTP binding activity, % at 10 µM; AID 759; P01112; GST-Ras wt beads, Bodipy-FL-GTP binding, flow cytometry; actives lie on both sides; actives 0.14% (n = 190,000);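 active means GTP binding activity at least 20% away from the 100% baseline, either lowered as inhibitor or raised as activator; inconclusive means flagged as likely green fluorescent, judged across all proteins in the well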;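 further: 0% = unlabeled GTP competition control and 100% = no-compound control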
Target sequence (P01112 whole entry, looked up): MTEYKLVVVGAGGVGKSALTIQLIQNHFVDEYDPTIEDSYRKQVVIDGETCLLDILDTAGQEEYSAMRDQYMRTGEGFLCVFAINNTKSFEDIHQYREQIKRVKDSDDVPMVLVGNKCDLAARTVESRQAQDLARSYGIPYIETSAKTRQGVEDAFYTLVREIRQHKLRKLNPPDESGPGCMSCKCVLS
Rab2 wt GTP: changes GTP binding to wildtype dog Rab2A, up or down | GST-Rab2 wt beads, Bodipy-GTP binding, flow cytometry | GTP binding activity, % at 10 µM | actives 0.19% (n = 190,000);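 active means GTP binding activity at least 20 points away from 100%, either lowered or raised; inconclusive means signal likely due to the compound's own green fluorescence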;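 further: 0% = beads with excess unlabeled GTP and 100% = no-compound control corrected for plate trend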
* hit, by the source's call; u = inconclusive; x = no result given.

Each structure is followed by: Rac1 wt GTP bind	Cdc42 wt	ABCG2 inh	ABCB1 inh	Pf gametocyte	Rac1 mut GTP	Rab7 wt modul	Avidin fluor	Mcl1 Noxa PPI	HRas wt GTP	Rab2 wt GTP
> CC1(c2ccccc2)NC(=O)N(CC#N)C1=O (stereo not given)
→ 102	98	0	-0.1	3	96	103	13	20	98	96
> O=C(Cc1cccs1)N1CCN(c2nc(-c3ccc(Cl)cc3)cs2)CC1
→ 105	102	4	0.3	x	101	101	6	2	101	99
> Cc1ccc(NC(=O)C(CC(C)C)NC(=O)C2CCC(C)CC2)nc1 (stereo not given)
→ 104	102	10	1.4	16	100	101	14	-4	101	100
> COc1cc(CC(=O)Nc2ccccc2N2CCOCC2)cc(OC)c1OC
→ 96	97	2	0.8	24	96	98	20	-3	95	99
> Cc1cc(C)n(CCCNC(=O)c2ccc3c(c2)NC(=O)CS3)n1
→ 97	97	3	0.3	-13	96	97	10	3	99	96
> CCOC(=O)N1CCC(NC(=O)CCc2c(C)nc3ncnn3c2C)CC1
→ 103	103	0	0.4	-23	103	99	18	9	100	100
> O=C(CCc1nnc(-c2ccc(-c3ccccc3)cc2)o1)N1CCCCC1
→ 94	96	7	0.5	-14	93	94	7	-8	96	94
> CCOc1ccc(-c2nnn(CC(=O)N3CCN(c4ccc(OC)cc4)CC3)n2)cc1OCC
→ 101	98	2	0.6	x	98	100	5	-4	99	100
> CCC(=O)N1C(C(=O)NCc2ccc(OC)cc2)CSC1c1ccc(OC)cc1 (stereo not given)
→ 99	99	2	1.9	x	97	95	6	20	96	99
> CCOC(=O)c1ccc(NS(=O)(=O)c2cc(-c3nnnn3C(C)C)ccc2OC)cc1
→ 108	102	16	-0.5	x	99	104	11	11	103	102
> O=C(Nc1nc(N2C(=O)c3ccccc3C2=O)n(-c2ccccc2)n1)c1ccccc1
→ 107	104	9	-1.0	-2	97	101	9	-9	99	100
> CC1(C)Cc2c(c(N3CCOCC3)nc3sc4c(N5CCOCC5)nnnc4c23)CS1
→ 96	96	3	1.8	x	96	97	5	6	99	97
> CS/C(=C\[N+](=O)[O-])Nc1ccc(C)cc1
→ 103	104	4	0.7	-3	99	99	12	12	99	100
> CN(C)CCNC(=O)c1cc2cc(Br)ccc2oc1=O
→ 95	100	0	0.3	-29	96	96	20	5	98	99
> CCCn1c(=O)c2ccccc2n2c(SCCOc3ccccc3F)nnc12
→ 106	103	3	0.5	-2	99	103	10	-3	102	104
> CC(C)c1cccc(C(C)C)c1NC(=O)COC(=O)C1=COCCO1
→ 100	96	3	0.3	-6	96	108	8	0	98	97
> COc1ccccc1Nc1nc(NCCO)c2ccccc2n1
→ 102	101	2	0.4	x	96	99	17	6	101	98
> O=C(CN1C(=O)C(c2ccc(F)cc2)=NC12CCCC2)Nc1ccc(F)cc1
→ 100	96	5	2.3	x	96	105	9	-1	99	99
> CCOC(=O)C1=C(C)NC(=O)NC1c1ccc(Br)s1 (stereo not given)
→ 103	105	4	0.5	x	101	99	10	8	103	103
> S=c1[nH]nc(Cc2ccccc2)n1-c1cccc2ccccc12
→ 103	98	3	-0.1	-53	97	98	5	18	99	100

Three structures out of the list, ordered by SMILES length, smallest number first.
Each structure is followed by: Rac1 wt GTP bind	Cdc42 wt	ABCG2 inh	ABCB1 inh	Pf gametocyte	Rac1 mut GTP	Rab7 wt modul	Avidin fluor	Mcl1 Noxa PPI	HRas wt GTP	Rab2 wt GTP
> CCOC(=O)C1=C(C)NC(=O)NC1c1ccc(Br)s1 (stereo not given)
→ 103	105	4	0.5	x	101	99	10	8	103	103
> O=C(CCc1nnc(-c2ccc(-c3ccccc3)cc2)o1)N1CCCCC1
→ 94	96	7	0.5	-14	93	94	7	-8	96	94
> CCC(=O)N1C(C(=O)NCc2ccc(OC)cc2)CSC1c1ccc(OC)cc1 (stereo not given)
→ 99	99	2	1.9	x	97	95	6	20	96	99

Back to the main list; the 2 compounds before the break are reprinted first.
Each structure is followed by: Rac1 wt GTP bind	Cdc42 wt	ABCG2 inh	ABCB1 inh	Pf gametocyte	Rac1 mut GTP	Rab7 wt modul	Avidin fluor	Mcl1 Noxa PPI	HRas wt GTP	Rab2 wt GTP
> CCOC(=O)C1=C(C)NC(=O)NC1c1ccc(Br)s1 (stereo not given)
→ 103	105	4	0.5	x	101	99	10	8	103	103
> S=c1[nH]nc(Cc2ccccc2)n1-c1cccc2ccccc12
→ 103	98	3	-0.1	-53	97	98	5	18	99	100
> Cc1cc(C)nc(Nc2nc3ccccc3[nH]2)n1
→ 94	92	4	0.2	x	95	98	12	8	96	95
> C=CCn1c(COc2cccc3cccnc23)nnc1SCC(=O)O
→ 94	97	4	0.6	-14	95	100	7	-2	98	95
> c1ccc(-n2cnc3cc(NCc4ccncc4)ccc32)cc1
→ 97	100	5	0.3	14	98	96	7	8	99	94
> CSc1nnnn1-c1cccc(O)c1
→ 102	101	1	0.9	x	98	101	15	9	101	101
> Cc1ccccc1CS(=O)(=O)Cc1ccc(C(=O)NCCCN2CCCC2=O)o1
→ 93	96	2	0.5	-21	93	97	17	10	96	97
> Cc1cc(NC(=O)CSc2ncnc3ccccc23)no1
→ 108	109	11	1.3	x	103	101	7	23	106	105
> c1ccc(Nc2nc3ccccc3n3cnnc23)cc1
→ 102	100	4	0.6	x	98	103	6	10	101	101
> CC(=O)N1CCN(c2ccc([N+](=O)[O-])cc2)CC1
→ 102	101	9	0.9	-11	96	98	15	8	99	100
> CCCNC(=O)CSc1nnc(-c2ccccc2Br)n1-c1cccc(C(F)(F)F)c1
→ 99	97	0	0.0	-2	98	94	12	22	96	93
> O=C1CC(N2CCN(C/C=C/c3ccccc3)CC2)C(=O)N1CCc1ccccc1 (stereo not given)
→ 107	104	5	2.2	4	99	106	19	-6	102	102
> Cc1cc(C)cc(OCC(O)CN2C(=O)NC(C)(C)C2=O)c1 (stereo not given)
→ 106	107	3	1.1	x	97	99	6	25	103	102
> O=C(NN1CCOCC1)c1cc(-c2ccncc2)nc2ccccc12
→ 97	98	10	1.9	15	96	94	11	2	97	97
> CCOC(=O)N1CCN(C2CC(=O)N(c3ccccc3)C2=O)CC1 (stereo not given)
→ 101	98	2	0.8	-12	98	96	12	-5	98	98
> Cc1ccc(N(C(=O)Cc2cccs2)C(C(=O)NCC2CCCO2)c2ccncc2)cc1 (stereo not given)
→ 108	100	4	-0.2	-35	108	96	9	32	104	100
> CCOc1ccccc1N(CC(=O)NCCOC)C(=O)CCC(=O)Nc1ccccn1
→ 98	95	0	-0.1	12	97	103	4	-27	98	98
> COc1ccc(C2=C(Nc3ccccc3)c3ccccc3C2=O)cc1
→ 106	101	15	0.6	-38	100	99	6	-8	102	101
> N#Cc1c(NC(=O)CCCC(=O)O)sc2c1CCCCC2
→ 95	95	3	0.3	x	94	93	3	3	94	94
> Cc1ccc(NC(=O)c2ccc3c(c2)C(=O)N(CC2CCCO2)C3=O)cc1C (stereo not given)
→ u	u	4	0.5	0	u	u	7	7	u	u
> O=C(c1ccc(OC2CCN(Cc3ccccn3)CC2)cc1)N1CCCCO1
→ 99	97	2	0.6	-21	96	95	5	3	96	97
> O=c1c(Br)c(Br)cnn1-c1ccccc1
→ 100	95	3	0.3	22	94	96	7	10	95	97

Each structure is followed by: Rac1 wt GTP bind	Cdc42 wt	ABCG2 inh	ABCB1 inh	Pf gametocyte	Rac1 mut GTP	Rab7 wt modul	Avidin fluor	Mcl1 Noxa PPI	HRas wt GTP	Rab2 wt GTP
> CC(=O)N1CCCc2cc(S(=O)(=O)N(CC(C)C)CC(C)C)ccc21
→ 105	104	2	1.1	x	100	100	37	-5	103	101
> CC(=O)c1cc(-c2ccccc2)n(CC(=O)N2CCCCC2)c1C
→ 104	101	0	0.1	x	99	95	19	-8	99	98
> O=C(CN1CC(=O)Nc2ccccc21)Nc1ccc(F)c(F)c1
→ 101	100	1	-0.2	-1	99	96	13	23	98	97
> CCNC(=S)SCCOc1ccccc1C
→ 101	103	54	0.4	-33	100	96	14	14	100	98
> Cn1c(=O)[nH]c(=O)c2c1nc(CN1CCN(c3ccccc3F)CC1)n2CC(N)=O
→ 99	96	2	0.4	x	98	100	5	11	99	97
> Cc1cc(NC(=O)C(=O)NCCN2CCN(C(=O)c3cccs3)CC2)ccc1Br
→ 98	99	2	0.5	x	96	96	17	-5	100	98
> Cc1cc(CNC(=O)CC2C(=O)NCCN2CC(c2ccccc2)c2ccccc2)on1 (stereo not given)
→ 104	100	6	0.0	-36	96	105	9	12	100	99
> CC(=O)Nc1cccc(NC(=O)CSc2nnnn2C(C)C)c1
→ 103	105	1	0.3	x	101	101	36	-3	102	103
> CN(C)c1nc(N)nc(-c2nc3ccccc3s2)n1
→ 102	103	1	0.3	22	102	102	39	-7	101	102
